# From PubChem
# EphA4 KYL inhibition = EphA4 ligand-binding antagonists – biochemical, colorimetric, mouse EphA4, primary screen (AID 689) | EphA4-AP binding to KYL peptide, pNPP A405; higher % means a stronger effect | one-dose inhibition, % at 10 µM; IC50 in µM for titrated hits | 0.1% of 62,000 active; in the data active means a potency from the dose series; inactive means the rest, 99 in 100 with inhibition below about 22%
# * = called active by the depositor; & = joins results of further samples.
SMILES | EphA4 KYL inhibition
O=c1cccc2n1CC1CC2CN(Cc2cccc(Cl)c2Cl)C1 (stereo not drawn) | 2%
COc1ccc(O)c(CN2CCN(Cc3cccc(Cl)c3)CC2)c1 | 13%
O=c1c2ccccc2[nH]c(=S)n1-c1ccc2c(c1)OCO2 | 2%
COc1ccc2[nH]c(C)c(CCN3CCC(=O)C(C)C3C)c2c1 (stereo not drawn) | -10%
CCOc1ccc(-n2c(-c3ccoc3)nc3ccccc3c2=O)cc1 | 10%
Cc1ccc2c(c1)C1CN(C)CCC1N2C(=O)Cn1nnc(-c2ccccc2F)n1 (stereo not drawn) | -12%
CC(C(=O)c1c[nH]c2ccccc12)N1CCSCC1 (stereo not drawn) | -19%
Cc1sc2c(c1C)C(c1ccc(C(C)(C)C)cc1)=NCC(=O)N2CC(=O)Nc1nccs1 | 6%
CCCCn1c(O)c(C(CC)=NCCN2CCCCC2)c(=O)[nH]c1=O | -7%
CCOC(=O)C1=C(N)OC2=C(C(=O)CCC2)C12C(=O)N(CC(N)=O)c1ccccc12 (stereo not drawn) | -2%
CCOC(=O)C1C(=O)N(C)C2(C)CC1c1cc(OC)ccc1O2 (stereo not drawn) | -5%
CC(N=Cc1c(O)[nH]c(=O)[nH]c1=O)c1ccccc1 (stereo not drawn) | 5%
CCN(CC)CCCNC(=O)c1c(O)c2ccccc2n(Cc2ccccc2)c1=O | -7%
CC(=O)N1CN2CN(C(C)=O)CC(C(=O)c3ccc(Br)cc3)(C2)C1 | -14%
COc1ccc(CCn2c(O)c(C=NCCCO)c(=O)[nH]c2=O)cc1OC | -10%
O=C1C2CCCN2C(c2ccncc2)N1c1ccc(Cl)c(Cl)c1 (stereo not drawn) | -7%
O=C(CN1CCCC1=O)Nc1ccccc1 | -9%
CC12CCCCC1=NC(c1ccc(Br)cc1)N2O (stereo not drawn) | -7%
COc1ccccc1/C=C1/C(=O)C2CCN1CC2 | -7%
c1ccc(CCn2nnnc2CN2CCC(n3nnc4ccccc43)CC2)cc1 | -14%

SMILES | EphA4 KYL inhibition
CC1(C)CC(=O)C(C=NCCN2CCN(C(=O)Cc3ccc(F)cc3)CC2)=C(O)C1 | -5%
O=C1NC(=O)N(Cc2ccccc2)C(=O)/C1=C\C=C\c1ccco1 | 1%
Cc1cccc(C(=O)NC(Oc2ccccc2)C(Cl)(Cl)Cl)c1 (stereo not drawn) | -5%
COc1ccc(C2(C#N)CC[N+](C)(C)CC2)cc1 | -12%
COc1ccc(CCN(C)Cc2ccc(F)cc2F)cc1OC | -10%
CCN1CCN(Cc2ccc(C)cc2)CC1 | -15%
COc1ccc(C2c3c(c4ccccc4oc3=O)Oc3c2c(=O)oc2ccccc32)cc1 | 9%
COc1ccc(C2SCC(=O)Nc3c2c(=O)[nH]n3C2CCCCCC2)cc1OC (stereo not drawn) | 4%
CCN(CC)CCN=Cc1c(O)n(Cc2ccccc2)c(=O)[nH]c1=O | 5%
Cn1c(O)c(C=NC2CC(C)(C)NC(C)(C)C2)c(=O)n(C)c1=O | 0%
O=S(=O)(c1cc(Cl)c(O)c(Cl)c1)c1cc(Cl)c(O)c(Cl)c1 | -7%&-1%
C/C(=C\c1ccc(N(C)C)cc1)[N+](=O)[O-] | 4%
Cn1cccc1CN1CCN(C(=O)COc2ccccc2)CC1 | -1%
CCN(CC)P(=O)(NC(=O)C(Cl)(Cl)Cl)N(CC)CC.[Cl-].[Cl-].[Cl-].[Nd+3] | -13%
CCOC(=O)C1C(=O)N(C)C2(C)CC1c1ccccc1O2 (stereo not drawn) | -6%
COc1ccc(CCNCc2cccc(Br)c2)cc1OC | -9%
Cc1c(C(=O)N2CCC3(CC2)OCCO3)sc2ncnc(N(C)c3ccccc3)c12 | -5%
O=P(O)(O)Cc1ccccc1OP(=O)(c1ccccc1)c1ccccc1 | -5%
CN1C2C=C(N(C(=O)c3ccc(Cl)cc3)c3ccccc3)CC1CC2 (stereo not drawn) | -15%
COc1ccc(CN2CCCCC2c2cccnc2)cc1C (stereo not drawn) | -14%

# Ordered by SMILES length (smallest number first): 6 of the compounds above
SMILES | EphA4 KYL inhibition
CCN1CCN(Cc2ccc(C)cc2)CC1 | -15%
CC(C(=O)c1c[nH]c2ccccc12)N1CCSCC1 (stereo not drawn) | -19%
COc1ccc(C2(C#N)CC[N+](C)(C)CC2)cc1 | -12%
O=C1NC(=O)N(Cc2ccccc2)C(=O)/C1=C\C=C\c1ccco1 | 1%
CCN(CC)CCCNC(=O)c1c(O)c2ccccc2n(Cc2ccccc2)c1=O | -7%
Cc1sc2c(c1C)C(c1ccc(C(C)(C)C)cc1)=NCC(=O)N2CC(=O)Nc1nccs1 | 6%

# (listing goes on)
SMILES | EphA4 KYL inhibition
CC1=[N+]([O-])C(C(=O)c2ccccc2)N(O)C1(C)C (stereo not drawn) | -2%
CCCc1[nH]nc2c1C1(C(=O)N(CC(N)=O)c3ccccc31)C(C(=O)OC)=C(N)O2 (stereo not drawn) | -9%
O=C1CN=C(c2cccs2)c2c(sc3c2CCCC3)N1 | -8%
C1CNC2NCCNC2N1 (stereo not drawn) | -6%
CCC(=NCCO)c1c(O)n(C2CCCCC2)c(=O)[nH]c1=O | -7%
O=c1[nH]c(=O)n(-c2cccc3ccccc23)c(O)c1C=NCCCn1ccnc1 | 6%
Cc1ccc2c(c1)N(CCC(=O)N1CCC3(CC1)OCCO3)C(=O)C(C)O2 (stereo not drawn) | -12%
COc1ccccc1CNCCc1ccc(Cl)cc1 | -9%
Cc1c(N=Cc2c(O)n(Cc3ccc(F)cc3)c(=O)[nH]c2=O)c(=O)n(-c2ccccc2)n1C | 1%
C=C1C(O)(c2ccccc2)C2CC[N+]1(C)CC2 (stereo not drawn) | -4%
Cc1ccc(Sc2ccc(C=C3C(=O)N(C)C(=O)N(C)C3=O)o2)cc1 | -8%
CCOC(=O)C1C2c3ccccc3O[C@@]1(C)N=C1SCC(=O)N12 (stereo partly drawn) | 4%
Cc1cccc(N2C(=O)NC(=O)/C(=C\c3cnn(-c4ccccc4)c3)C2=O)c1 | -13%
N#Cc1c(/N=C/c2c(O)n(Cc3ccco3)c(=O)[nH]c2=O)sc2c1CCCC2 | 14%
COc1ccc(Cn2c(N)c(C(=O)NCc3ccco3)c3nc4ccccc4nc32)cc1OC | 9%
CCN(CC)CCN=Cc1c(O)n(CCc2ccccc2)c(=O)[nH]c1=O | -20%
c1ccc(CN2CCN(Cc3ccc4c(c3)OCCO4)CC2)cc1 | -14%
COc1ccc(-c2nc3ccccc3c(=O)n2-c2nccs2)cc1 | -6%
CC(=O)c1ccc(OC(NC(=O)c2ccco2)C(Cl)(Cl)Cl)cc1 (stereo not drawn) | 3%
COc1ccc(C(c2c(O)c3ccccc3oc2=O)c2c(O)c3ccccc3oc2=O)cc1COc1ccccn1 | -2%

SMILES | EphA4 KYL inhibition
N=C1c2ccccc2CN1NC(=O)c1ccc(F)cc1 | -7%
O=C(NC(Oc1ccccc1)C(Cl)(Cl)Cl)c1ccccc1 (stereo not drawn) | 7%
COc1ncccc1C(=O)NCC(CC(=O)O)c1ccccc1 (stereo not drawn) | 3%
CCN1C(=O)c2ccccc2Sc2ccc(C(=O)N3CCC4(CC3)OCCO4)cc21 | -3%
Clc1ccc2c(c1)C(c1ccccc1Cl)=NCc1nnc(N3CCN(CCSc4ccccc4)CC3)n1-2 | -3%
CCN(CC)c1ccc(N=Cc2c(O)n(-c3ccc(OC)cc3)c(=O)[nH]c2=O)cc1 | -10%
CCOC(=O)C1CCN(/C=C2/C(=O)NC(=O)N(c3ccc(OCC)cc3)C2=O)CC1 | -2%
Cc1oc(-c2cccs2)nc1CSCC(=O)N1CCC2(CC1)OCCO2 | -14%
O=C(c1cccn2c(=O)c3ccc(Cl)cc3nc12)N1CCC2(CC1)OCCO2 | 28%
Cc1cc(C)nc(-n2c(C)nc3cc(Cl)ccc3c2=O)c1 | 3%
Cc1cc(/C=C2\C(=O)NC(=S)N(c3ccccc3F)C2=O)c(C)n1C | 6%
C=CCn1c(O)c(C(CC)=Nc2ccc(N(CC)CC)cc2)c(=O)[nH]c1=O | -12%
CCCc1nc2ccccc2c(=O)n1-c1ccc(OC)cc1 | -6%
CCSc1nnc(C(N)Cc2ccccc2)o1 (stereo not drawn) | -23%
O=C1CCCN1C(=O)c1cncc(Br)c1 | -3%
Cc1ccccc1-n1c(O)c(C=Nc2ccc(N(C)C)cc2)c(=O)[nH]c1=O | -3%
COc1cccc(C=C2C(=O)NC(=O)NC2=O)c1 | -2%
Cc1ccc(-n2c(-c3cccs3)nc3ccccc3c2=O)cc1 | -3%
O=C(CNS(=O)(=O)c1cccs1)N1CCC2(CC1)OCCO2 | -20%
CCN1CCN(Cc2nnnn2C(C)(C)C)CC1 | 16%

SMILES | EphA4 KYL inhibition
OCC12CO[C@@H]3c4ccccc4[C@H](OC1)N32 (stereo partly drawn) | -10%
O=C(CN1C(=O)CN=C(c2ccccc2Cl)c2cc(Cl)ccc21)NCc1ccco1 | -1%
Cc1ccc(C(=O)C2CN(C)CC2C(=O)c2ccc(C)cc2)cc1 (stereo not drawn) | -4%
Cc1ccc(S(=O)(=O)n2cc(C=C3C(=O)NC(=O)NC3=O)c3ccccc32)cc1 | 0%
O=C1NC(=O)C(=Cc2ccc(-c3ccc(C(=O)O)cc3)o2)C(=O)N1 | 0%
O=c1oc2ccccc2c2c1C(c1ccccc1)c1c(c3ccccc3oc1=O)O2 | -6%
CCOP(=O)(OCC)C(NC(=O)c1ccc(Cl)cc1)C(Cl)(Cl)Cl (stereo not drawn) | -14%
CCOC(=O)C1SC2(C(F)(F)C(F)F)CC1(O)c1c(c(OC)c3occc3c1OC)O2 (stereo not drawn) | -6%
CNP1(NC)=Nc2nn(-c3ccccc3)c(N)c2C(c2ccccc2)=N1 | -3%
O=C(N/N=C1/CN2CCC1CC2)c1cc2ccccc2cc1O | -3%
CCCC[n+]1cc(/N=C(\[O-])OC)on1 | 0%
Cc1cccc(N2CCc3c2nc2ccccc2c3N)c1 | -4%
CCC(COC(=O)NC)NC(=O)Oc1ccccc1 (stereo not drawn) | -7%
O=C1C2CCN(CC2)C1Cc1ccc(OCCOc2ccccc2)cc1 (stereo not drawn) | 2%
COc1ccc2c(c1)c(C(=O)CN1CCN(C)CC1)c(C)n2Cc1ccccc1 | -8%
Cc1ccc(C(=O)n2cc(CCN3CCS(=O)(=O)CC3)c3ccccc32)cc1 | -6%
Cc1cccnc1-n1c(-c2ccccc2)nc2ccccc2c1=O | -10%
CCOC(=O)C1=C(C)OC(N)=C(C#N)C12C(=O)Nc1ccc(C)cc12 (stereo not drawn) | -1%
CCCCN1CCC(C#N)(Nc2ccccc2)CC1 | -4%
O=c1[nH]c(=O)n(CCC2=CCCCC2)c(O)c1C=NCc1cccnc1 | -26%

SMILES | EphA4 KYL inhibition
CC(C)OC(NC(=O)c1ccco1)C(Cl)(Cl)Cl (stereo not drawn) | -15%
CC[N+](CC)(CC)CCCCCCCCCC[N+](CC)(CC)CC | -38%
Cc1ccc(Cn2nnnc2CN2CCC(n3nnc4ccccc43)CC2)cc1 | 9%
OC1(c2ccc(F)cc2)CC2CCC(C1)N2Cc1nnnn1C1CCCC1 (stereo not drawn) | -19%
O=C1CCCC2=C1C(c1cccnc1)Nc1ccccc1N2 (stereo not drawn) | -1%
Cc1ccccc1OCCN=Cc1c(O)n(C)c(=O)n(C)c1=O | -3%
COP(=O)(OC)C1(Nc2ccc(C)cc2)CCCCC1 | 2%
Cc1ccc(S(=O)(=O)N(C)CCCC(=O)N2CCN(c3ccccn3)CC2)cc1 | -11%
N[C@@H](Cc1c[nH]c2ccccc12)c1nnc(SCc2ccccc2)o1 | -4%
CC(=NCCN1CCOCC1)c1c(O)n(-c2ccccc2C)c(=O)[nH]c1=O | -3%
Cc1ccccc1CN1CCN(C(=O)COc2ccc(Cl)cc2)CC1 | -6%
CN1C2CCC1CC(OC(=O)c1ccc(Cl)cc1)C2 (stereo not drawn) | -4%
COCCCN1CCN(c2nnc3n2-c2sc(Br)cc2C(c2ccccc2Cl)=NC3)CC1 | -7%
CC(=Nc1c(C)n(C)n(-c2ccccc2)c1=O)c1c(O)n(Cc2ccccc2)c(=O)[nH]c1=O | -10%
O=C(c1ccc2c(c1)ncn2C1CCCCCC1)N1CCC2(CC1)OCCO2 | 0%
Cn1c(O)c(C=NC2CC3CCC2(C)C3(C)C)c(=O)[nH]c1=O (stereo not drawn) | -12%
Cc1ccccc1N1C(=O)NC(=O)/C(=C\c2cc(C)n(C)c2C)C1=O | -4%
CCN(CC)S(=O)(=O)c1ccc(N=Cc2c(O)n(-c3ccccc3)c(=O)[nH]c2=O)cc1 | -10%
Cc1cccc(-n2c(C)nc3cc(C(=O)N4CCC5(CC4)OCCO5)ccc32)c1 | -7%
Cc1nc2sccc2c(=O)n1-c1ccccc1Cl | 1%

SMILES | EphA4 KYL inhibition
COc1ccc(Cn2c(O)c(C=NCCN3CCOCC3)c(=O)[nH]c2=O)cc1 | 0%
COCCNC(=O)c1c(N)n(CCC(C)C)c2nc3ccccc3nc12 | 0%
O=C(C(Cc1ccccc1)NS(=O)(=O)c1ccc(F)cc1)N1CCC2(CC1)OCCO2 (stereo not drawn) | 1%
CC(C)(C)OC(=O)c1c(N)n(Cc2ccco2)c2nc3ccccc3nc12 | 20%
CN(C=O)CP(=O)(O)CN(C)C=O | -9%
Cc1cccc(C)c1N1CCN(c2c(C)cccc2C)CC1 | -2%
Cc1ccc(S(=O)(=O)N2CC3CC(C2)c2cccc(=O)n2C3)cc1 (stereo not drawn) | -17%
COc1ccc(-c2ccc(C=C3C(=O)NC(=O)NC3=O)o2)c([N+](=O)[O-])c1 | 13%
Cc1cc(Cl)ccc1OCC(=O)N1CCN(C)CC1 | -7%
Cc1ccc(C=C2C(=O)NC(=S)N(c3ccccc3F)C2=O)s1 | 3%
O=C(c1cc(-c2ccc(Cl)cc2)n(-c2ccc(Cl)cc2Cl)n1)N1CCOCC1 | -7%
O=C(NC(Oc1ccccc1Br)C(Cl)(Cl)Cl)c1ccco1 (stereo not drawn) | -3%

# Some of the compounds tested; rates above refer to the full screens.
